Screens: PubChem, several laboratories
CRFR2-BP ag = agonists of human CRF-binding protein/CRF-R2 receptor complex | HEK293 CRF-R2/CRF-BP, calcium dye fluorescence (FLIPR); percent of saturating CRF peptide response | activation, % at 13.2 µM | 350,000 tested, 0.46% active | AID 588473;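 active = activation of at least 50%, plus an integration ratio under a set limit after plate pattern correction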;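 note: plate controls were neutral control wells without compound for no effect and CRF at EC100 for full effect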
CHRM4 agonist = CHRM4 agonism in calcium assay; 360,000 tested, 0.14% active; activation, % at 3 µM; AID 624127; CHO-K1 hM4/Gqi5, Fluo-8 calcium fluorescence; vehicle 0%, full acetylcholine response 100%; P08173;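 active = activation above the run mean over all test wells plus 3 SD, cut at about 32% in these data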;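 note: peak over basal fluorescence ratio per well then scaled between controls; 0% = DMSO wells and 100% = acetylcholine at EC100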
Target sequence (P08173 whole entry, looked up): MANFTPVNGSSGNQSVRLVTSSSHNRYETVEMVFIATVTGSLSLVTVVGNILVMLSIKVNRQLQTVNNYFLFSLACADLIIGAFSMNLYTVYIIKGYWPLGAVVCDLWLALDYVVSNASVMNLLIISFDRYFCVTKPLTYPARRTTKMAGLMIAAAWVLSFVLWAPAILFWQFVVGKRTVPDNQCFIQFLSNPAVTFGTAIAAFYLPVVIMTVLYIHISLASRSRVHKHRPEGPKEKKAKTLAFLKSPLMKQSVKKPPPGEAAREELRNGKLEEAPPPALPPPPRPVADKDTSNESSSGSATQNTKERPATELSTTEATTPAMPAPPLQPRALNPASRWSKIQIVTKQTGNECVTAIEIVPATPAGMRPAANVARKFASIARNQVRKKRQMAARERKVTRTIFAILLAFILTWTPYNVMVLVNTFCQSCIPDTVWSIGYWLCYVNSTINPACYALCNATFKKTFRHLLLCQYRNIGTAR
CHRM4 antagonist = CHRM4 antagonism in calcium assay; 360,000 tested, 0.73% active; inhibition, % at 3 µM; CHO-hM4 cells, ACh EC80, Fluo-8 calcium fluorescence; P08173;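 active = inhibition above its plate's cutoff, the mean inhibition of sample wells plus 3 SD, cut at about 27% in these data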;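 note: 0% = acetylcholine EC80 with DMSO and 100% = DMSO without agonist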
CRFR2-BP antag = blocks CRF-induced signaling of the CRF-BP/CRF-R2 complex | inhibition, % at 11.8 µM | 350,000 tested, 0.59% active | AID 588475 | HEK293 CRF-R2/CRF-BP, CRF-induced calcium fluorescence;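 active = inhibition of the ligand-induced calcium signal above about 50% at the single tested concentration, limit read from the data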
CHRM1 PAM = positive allosteric modulators of human M1 muscarinic receptor | AID 588819 | CHO-K1 hM1, Fluo-8 calcium fluorescence, ACh EC20; 0% = ACh EC20, 100% = maximal ACh | activation, % at 3 µM | P11229 | 360,000 tested, 0.088% active; in the data active = activation above about 19%, passing the limit was not always enough
Target sequence (P11229 whole entry, looked up): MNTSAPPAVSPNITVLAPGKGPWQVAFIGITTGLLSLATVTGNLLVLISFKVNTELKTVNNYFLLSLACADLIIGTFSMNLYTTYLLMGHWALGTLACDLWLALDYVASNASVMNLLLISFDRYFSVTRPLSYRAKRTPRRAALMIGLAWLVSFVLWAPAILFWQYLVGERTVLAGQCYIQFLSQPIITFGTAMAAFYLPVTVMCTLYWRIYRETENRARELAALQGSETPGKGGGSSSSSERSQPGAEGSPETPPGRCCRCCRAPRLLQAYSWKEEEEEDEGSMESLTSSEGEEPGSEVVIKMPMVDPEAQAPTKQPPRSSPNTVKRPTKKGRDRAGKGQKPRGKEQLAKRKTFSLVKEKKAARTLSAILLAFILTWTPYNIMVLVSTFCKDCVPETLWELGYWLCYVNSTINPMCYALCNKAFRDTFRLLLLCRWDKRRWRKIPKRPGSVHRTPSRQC
M5 ag = agonists of human muscarinic M5 receptor (CHRM5) | P08912 | CHO-K1 hM5 cells, Fluo-8 calcium fluorescence; 0% DMSO wells, 100% maximal acetylcholine response | activation, % at 3 µM | 360,000 tested, 0.19% active | AID 624037;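 active = activation above the run's mean over test compounds plus 3 SD, cut at about 23% in these data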;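 note: signal is peak over basal fluorescence ratio across the kinetic read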
CHRM5 antagonist = antagonists of human muscarinic M5 receptor (CHRM5) | P08912 | CHO-hM5 cells, Fluo-8 calcium fluorescence, ACh EC80 | inhibition, % at 3 µM | 360,000 tested, 0.59% active | AID 624040;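 active = inhibition above a per-plate cutoff, the mean of that plate's test compounds plus 3 SD, cut at about 27% in these data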;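 note: 0% = acetylcholine EC80 with DMSO and 100% = DMSO without agonist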
M4 PAM = potentiates acetylcholine response at human M4 receptor; P08173; CHO-K1 hM4/Gqi5, Fluo-8 calcium fluorescence, ACh EC20; 0% = ACh EC20, 100% = maximal ACh; activation, % at 3 µM; 360,000 tested, 0.4% active; AID 624126;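 active = activation above its plate's cutoff, the mean activation of sample wells plus 3 SD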; note: some results filed as inactive read as strong as hits
M5 PAM = potentiates acetylcholine response at human M5 receptor; P08912; CHO-K1 hM5, Fluo-8 calcium, ACh EC20 PAM; 0% = ACh EC20, 100% = ACh EC100; activation, % at 3 µM; 360,000 tested, 0.3% active; AID 624038;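 active = activation above the run cutoff, the mean activation of all test compounds plus 3 SD, cut at about 18% in these data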
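Measured by: Fluo-8 calcium fluorescence; material: human M5 receptor in CHO-K1 cells; schedule: Post-acetylcholine fluorescence recording 140 s; benchmarks: low control EC20 acetylcholine (0%), high control EC100 acetylcholine (100%); read-out: Max/basal fluorescence ratio as % of EC20–EC100 ACh window; compound: single dose, 3 µM nominal final test concentration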
Active calls of the source: *. Compounds were not picked by outcome. About 2.6% of those tested had a hit in this group.

For COc1ccc(C(CNC(=O)Nc2ccccc2)N2CCN(C)CC2)cc1 (stereo not drawn) the results were CRFR2-BP ag -1.2, CHRM4 agonist 1, CHRM4 antagonist 10, CRFR2-BP antag -8, CHRM1 PAM 0, M5 ag -7, CHRM5 antagonist 6, M4 PAM -4 and M5 PAM -2.
Screening CCOC(=O)N1CCN(C(=O)CSc2nnc(CNC(=O)c3c(F)cccc3Cl)o2)CC1 returned CRFR2-BP ag -0.4, CHRM4 agonist 1, CHRM4 antagonist 9, CRFR2-BP antag 2, CHRM1 PAM 4, M5 ag -9, CHRM5 antagonist 1, M4 PAM -5 and M5 PAM -11.
Screening COc1ccccc1NC(=S)N1CCN(c2ncccn2)CC1 returned CRFR2-BP ag 2.8, CHRM4 agonist 1, CHRM4 antagonist 1, CRFR2-BP antag -1, CHRM1 PAM 7, M5 ag -1, CHRM5 antagonist -8, M4 PAM -2 and M5 PAM 6.
Screening CCOC(=O)c1cccc(NC(=O)c2c(NCc3ccccc3)[nH]c(=O)[nH]c2=O)c1 returned CRFR2-BP ag 1.1, CHRM4 agonist 0, CHRM4 antagonist 2, CRFR2-BP antag -10, CHRM1 PAM -4, M5 ag 2, CHRM5 antagonist 7, M4 PAM 4 and M5 PAM 7.
`O=C(Nc1ccc(O)c(-c2nc3ccccc3s2)c1)c1cc(=O)c2ccccc2o1` gave CRFR2-BP ag -0.6, CHRM4 agonist 3, CHRM4 antagonist 3, CRFR2-BP antag 15, CHRM1 PAM 3, M5 ag 1, CHRM5 antagonist 5, M4 PAM -3 and M5 PAM -2.
`CCn1cc(CNc2nc3nonc3nc2N2CCCCC2)cn1` gave CRFR2-BP ag -1.0, CHRM4 agonist 3, CHRM4 antagonist 0, CRFR2-BP antag 15, CHRM1 PAM 3, M5 ag -7, CHRM5 antagonist 9, M4 PAM -4 and M5 PAM 0.
Screening O=C(Cn1nnc(-c2ccccc2F)n1)Nc1ccc(C(=O)N2CCOCC2)cc1 returned CRFR2-BP ag 0.0, CHRM4 agonist 2, CHRM4 antagonist -3, CRFR2-BP antag -23, CHRM1 PAM 6, M5 ag 0, CHRM5 antagonist 1, M4 PAM 8 and M5 PAM 0.
O=C(O)/C=C/C(=O)Nc1ccccc1SC(F)(F)F was read as CRFR2-BP ag 0.0, CHRM4 agonist 1, CHRM4 antagonist -11, CRFR2-BP antag 7, CHRM1 PAM 10, M5 ag -2, CHRM5 antagonist -6, M4 PAM 3 and M5 PAM 5.
For COc1ccc(C(=O)NCC(=O)N2CCC3(CC2)NCCc2[nH]cnc23)cc1 the results were CRFR2-BP ag -1.6, CHRM4 agonist 0, CHRM4 antagonist 3, CRFR2-BP antag 17, CHRM1 PAM 13, M5 ag -4, CHRM5 antagonist 5, M4 PAM 1 and M5 PAM 6.
For CCn1c(O)c(/C=C2\C=Nc3ccccc32)sc1=Nc1ccc(C)cc1 the results were CRFR2-BP ag 0.0, CHRM4 agonist 1, CHRM4 antagonist 13, CRFR2-BP antag -10, CHRM1 PAM 0, M5 ag 0, CHRM5 antagonist 5, M4 PAM 5 and M5 PAM -2.
Screening CCOC(=O)c1ccc(NCCOC)c([N+](=O)[O-])c1 returned CRFR2-BP ag -1.9, CHRM4 agonist 0, CHRM4 antagonist 0, CRFR2-BP antag 14, CHRM1 PAM 11, M5 ag -4, CHRM5 antagonist 3, M4 PAM 5 and M5 PAM -3.
For Cc1cc(C)cc(N(C(C)C(=O)N2CCCC2)S(C)(=O)=O)c1 (stereo not drawn) the results were CRFR2-BP ag 1.7, CHRM4 agonist 1, CHRM4 antagonist -16, CRFR2-BP antag -10, CHRM1 PAM 3, M5 ag -5, CHRM5 antagonist 8, M4 PAM 5 and M5 PAM 5.
`COc1cccc(NC(=S)N2CCc3cc(OC)c(OC)cc3C2)c1` gave CRFR2-BP ag -1.3, CHRM4 agonist 1, CHRM4 antagonist -18, CRFR2-BP antag 13, CHRM1 PAM 4, M5 ag 0, CHRM5 antagonist -3, M4 PAM 5 and M5 PAM 9.
`CCCCC1(C(=O)OCC)CC(CSC(=N)N)OC1=O` (stereo not drawn) gave CRFR2-BP ag -0.9, CHRM4 agonist 0, CHRM4 antagonist 8, CRFR2-BP antag -2, CHRM1 PAM 8, M5 ag -3, CHRM5 antagonist -1, M4 PAM -4 and M5 PAM 0.
Oc1ccccc1N=Cc1sc2ccccc2c1Cl was read as CRFR2-BP ag 0.0, CHRM4 agonist 1, CHRM4 antagonist 11, CRFR2-BP antag -32, CHRM1 PAM 8, M5 ag -2, CHRM5 antagonist -1, M4 PAM -1 and M5 PAM -3.
Cc1ccn(S(=O)(=O)c2ccc3oc(=O)ccc3c2)n1 was read as CRFR2-BP ag -1.5, CHRM4 agonist 1, CHRM4 antagonist 9, CRFR2-BP antag 8, CHRM1 PAM 10, M5 ag -3, CHRM5 antagonist 4, M4 PAM -2 and M5 PAM 3.
`COCCNC(=S)N1CCN(c2cccc(C)c2C)CC1` gave CRFR2-BP ag -1.4, CHRM4 agonist 16, CHRM4 antagonist 7, CRFR2-BP antag 9, CHRM1 PAM -18, M5 ag 1, CHRM5 antagonist 28*, M4 PAM -5 and M5 PAM -17.
`COC(=O)CC1=C(C(=O)OC)[C@@H](c2ccccc2[N+](=O)[O-])C(C#N)=C(N)O1` gave CRFR2-BP ag 0.3, CHRM4 agonist 1, CHRM4 antagonist 9, CRFR2-BP antag 5, CHRM1 PAM 20, M5 ag 1, CHRM5 antagonist 2, M4 PAM -3 and M5 PAM 5.
For CCCCC1CCC(C(=O)NCC(c2ccco2)N2CCOCC2)CC1 (stereo not drawn) the results were CHRM4 agonist 2, CHRM4 antagonist -2, CHRM1 PAM 6, M5 ag -4, CHRM5 antagonist 3, M4 PAM 1 and M5 PAM 2.
For Cc1ccc(C)c(OCc2cc(C(=O)N3CCN(C(=O)c4ccco4)CC3)no2)c1 the results were CRFR2-BP ag -2.5, CHRM4 agonist 21, CHRM4 antagonist 4, CRFR2-BP antag 13, CHRM1 PAM 0, M5 ag 5, CHRM5 antagonist -2, M4 PAM -5 and M5 PAM -2.
Screening CCCN1CNC(=S)N(c2cc(C)ccc2C)C1 returned CRFR2-BP ag -1.9, CHRM4 agonist 1, CHRM4 antagonist 8, CRFR2-BP antag -6, CHRM1 PAM 13, M5 ag 0, CHRM5 antagonist -5, M4 PAM 13 and M5 PAM -2.
For COc1ccc(OCc2nnc(SCC(=O)N3CCOCC3)o2)cc1 the results were CRFR2-BP ag -0.3, CHRM4 agonist 1, CHRM4 antagonist 3, CRFR2-BP antag -2, CHRM1 PAM 13, M5 ag 2, CHRM5 antagonist -6, M4 PAM 4 and M5 PAM 5.
Screening Cc1ccc(OCCN2CCN(c3ncnc4sc(C)c(C)c34)CC2)cc1 returned CRFR2-BP ag 1.1, CHRM4 agonist 8, CHRM4 antagonist 21, CRFR2-BP antag 12, CHRM1 PAM -11, M5 ag 4, CHRM5 antagonist 32*, M4 PAM -3 and M5 PAM -14.
Screening CCc1cc(Cn2nc(C(=O)O)cc2-c2ccccc2)on1 returned CRFR2-BP ag -1.8, CHRM4 agonist 0, CHRM4 antagonist -3, CRFR2-BP antag 9, CHRM1 PAM -1, M5 ag 2, CHRM5 antagonist 9, M4 PAM 9 and M5 PAM 5.

In the list so far, these contain an NH in an aromatic ring.
Screening CCOC(=O)c1cccc(NC(=O)c2c(NCc3ccccc3)[nH]c(=O)[nH]c2=O)c1 returned CRFR2-BP ag 1.1, CHRM4 agonist 0, CHRM4 antagonist 2, CRFR2-BP antag -10, CHRM1 PAM -4, M5 ag 2, CHRM5 antagonist 7, M4 PAM 4 and M5 PAM 7.
For COc1ccc(C(=O)NCC(=O)N2CCC3(CC2)NCCc2[nH]cnc23)cc1 the results were CRFR2-BP ag -1.6, CHRM4 agonist 0, CHRM4 antagonist 3, CRFR2-BP antag 17, CHRM1 PAM 13, M5 ag -4, CHRM5 antagonist 5, M4 PAM 1 and M5 PAM 6.

Following part
Screening CCCCN(C(=O)c1ccc2c(c1)S(=O)(=O)N=C1CCCCCN12)c1c(N)n(CC(C)C)c(=O)[nH]c1=O returned CRFR2-BP ag 0.9, CHRM4 agonist 1, CHRM4 antagonist 11, CRFR2-BP antag -13, CHRM1 PAM 4, M5 ag 3, CHRM5 antagonist 3, M4 PAM -3 and M5 PAM 8.
CN(Cc1ccc(F)cc1)S(=O)(=O)c1ccc2[nH]c(=O)[nH]c2c1 was read as CRFR2-BP ag 3.6, CHRM4 agonist 1, CHRM4 antagonist -3, CRFR2-BP antag 0, CHRM1 PAM 18, M5 ag 0, CHRM5 antagonist 1, M4 PAM 7 and M5 PAM -4.
`C=CCOc1ccc(/C=C/C(=O)Nc2ccc(C(=O)NC)cc2)cc1` gave CRFR2-BP ag -0.6, CHRM4 agonist 4, CHRM4 antagonist -8, CRFR2-BP antag 18, CHRM1 PAM 5, M5 ag 7, CHRM5 antagonist -17, M4 PAM -4 and M5 PAM 6.
Screening CC(=O)c1cccc(N(C(=O)CNC(=O)c2ccco2)C(C(=O)NC2CCCC2)c2ccc(C)o2)c1 (stereo not drawn) returned CRFR2-BP ag -1.2, CHRM4 agonist 1, CHRM4 antagonist -12, CRFR2-BP antag 2, CHRM1 PAM 5, M5 ag -3, CHRM5 antagonist 5, M4 PAM 5 and M5 PAM -8.
Screening CCc1nnc(NC(=O)CCC(=O)Nc2ccc(C)cc2)s1 returned CRFR2-BP ag -1.0, CHRM4 agonist 1, CHRM4 antagonist -3, CRFR2-BP antag 1, CHRM1 PAM 12, M5 ag -5, CHRM5 antagonist 7, M4 PAM 6 and M5 PAM -2.
For CC(CS(=O)(=O)c1ccccc1[N+](=O)[O-])N1CCOCC1 (stereo not drawn) the results were CRFR2-BP ag 1.2, CHRM4 agonist 1, CHRM4 antagonist -9, CRFR2-BP antag -3, CHRM1 PAM 8, M5 ag -2, CHRM5 antagonist 5, M4 PAM 3 and M5 PAM 3.
For Cc1cc(Cl)c(S(=O)(=O)N2CCCC2)cc1OCC(=O)NC1CCCCC1 the results were CRFR2-BP ag -2.6, CHRM4 agonist 12, CHRM4 antagonist 4, CRFR2-BP antag 19, CHRM1 PAM -15, M5 ag 1, CHRM5 antagonist 11, M4 PAM -7 and M5 PAM -11.
`CC(C)(C)c1csc(NC(=O)Cc2ccc(S(=O)(=O)N3CCOCC3)s2)n1` gave CRFR2-BP ag 2.1, CHRM4 agonist 7, CHRM4 antagonist -1, CRFR2-BP antag -6, CHRM1 PAM -5, M5 ag -1, CHRM5 antagonist -2, M4 PAM 1 and M5 PAM 9.
Screening O=C(c1ccc(Cn2cnnn2)cc1)N1CCCC(Nc2ccc(F)cc2)C1 (stereo not drawn) returned CRFR2-BP ag 1.3, CHRM4 agonist 2, CHRM4 antagonist -4, CRFR2-BP antag -11, CHRM1 PAM 14, M5 ag -3, CHRM5 antagonist -6, M4 PAM 14 and M5 PAM 6.
OC[C@@H]1[C@@H](c2ccccc2)C(c2ccc(F)cc2)=NN1c1ccccc1 was read as CRFR2-BP ag -6.6, CHRM4 agonist -1, CHRM4 antagonist -15, CRFR2-BP antag -4, CHRM1 PAM 5, M5 ag -1, CHRM5 antagonist -16, M4 PAM -5 and M5 PAM 0.
CCOc1ccc(OCC)c(-c2c(=O)n(OCc3ccccc3Br)c3ccccc3[n+]2[O-])c1 was read as CRFR2-BP ag -2.3, CHRM4 agonist -1, CHRM4 antagonist -1, CRFR2-BP antag 5, CHRM1 PAM -5, M5 ag -9, CHRM5 antagonist 8, M4 PAM -7 and M5 PAM -11.
